Abeta yeast res: compounds reversing amyloid beta toxicity in yeast; yeast expressing A-beta42, growth rescue, OD600, 48 h; response scale: 0% DMSO, 100% iron-clioquinol control; actives 0.063% (n = 410,000); Potency, µM (highest dose often 46.1 µM), inactives show top-dose growth rescue, actives largely listed as activators; AID 1347071; note: potency is the fitted concentration of half-maximal effect; nearly all actives have a fitted effect of over 55% in size
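Yeast A-beta toxicity model in growth medium with pinned compounds, 48 h at 30 C; growth read as absorbance at 600 nm. Normalized to FeCl3/clioquinol equimolar mix (positive) and DMSO (negative).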
EPAC1 antag: blocks human EPAC1 exchange factor; O95398; Potency, µM (highest dose often 115 µM), for the others: at the highest dose activity change, negative = inhibition, actives largely listed as inhibitors; AID 720709; actives 0.14% (n = 360,000); EPAC1 GEF assay, Rap1b-BODIPY-GDP exchange fluorescence;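 note: potency is the fitted concentration of half-maximal effect; plate controls were vehicle for no effect and positive control for full effect; nearly all actives have a fitted effect of over 50% in size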
IL-2 act: activates IL-2 in a cell-based reporter assay. AID 652025. IL-2 activation reporter assay, cell-based qHTS; stimulated with anti-CD3/CD4/CD28 beads; in transgenic mouse T cells. activation, % (series mostly up to about 46 µM). actives 0.065% (n = 360,000); in the data active = activation above about 50%; inconclusive = mostly about 30% to 49%; note: 0% is about no effect
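Unstimulated transgenic mouse T cells preincubated 60 min with compound, then stimulated with anti-CD3/anti-CD4-coated beads plus anti-CD28 for 18 h at 37 degrees C. IL-2 response read as EGFP and DsRed fluorescence by plate cytometry.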
WRN helicase inh: blocks human WRN helicase; Q14191; WRN helicase unwinding, fluorescent forked duplex, kinetic; Potency, µM (titrated, usually from 114 µM), without a hit: at the highest dose activity change, negative = inhibition, most hits filed as inhibitors; actives 0.46% (n = 360,000); note: potency is the fitted concentration of half-maximal effect; % is set by controls: 0 for no effect and ±100 for the full control effect; nearly all actives have a fitted effect of over 55% in size
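Kinetic fluorescence helicase assay: unwinding of a quenched forked DNA duplex (100 nM final) with 2 mM ATP final raises red fluorescence (525/598 nm). Compounds sat 15 min at room temperature with 20 nM WRN beforehand.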
PI5P4K alpha inh: PI5P4K alpha (human) kinase inhibition; P48426; PI5P4Kalpha enzyme, ADP-Glo luminescence, 60 min; stronger effect = lower value; max response, %; actives 1.2% (n = 330,000); AID 652105; active = max response of -50% or lower; inconclusive = between -30% and -50%; inactive = -30% or higher; note: value at the top dose of about 77 µM; % is set by controls: 0 for no effect and ±100 for the full control effect
Target sequence (P48426 whole entry, looked up): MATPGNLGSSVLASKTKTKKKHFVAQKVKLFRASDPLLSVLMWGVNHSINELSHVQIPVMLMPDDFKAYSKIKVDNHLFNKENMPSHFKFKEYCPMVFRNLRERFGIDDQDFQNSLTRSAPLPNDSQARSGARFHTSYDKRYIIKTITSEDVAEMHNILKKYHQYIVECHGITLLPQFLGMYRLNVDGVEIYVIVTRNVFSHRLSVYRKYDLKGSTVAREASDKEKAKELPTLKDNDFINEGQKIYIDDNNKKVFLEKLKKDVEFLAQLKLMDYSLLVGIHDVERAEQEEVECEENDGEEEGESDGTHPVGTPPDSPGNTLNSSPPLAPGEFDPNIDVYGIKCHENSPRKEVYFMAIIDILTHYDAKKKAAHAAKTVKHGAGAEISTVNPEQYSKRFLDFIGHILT
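Single end-point luminescence (ADP-Glo) quantified ADP from PI5P4Kalpha turnover; ATP 5 microM final, 1 h at RT, 0.1% CHAPS and 0.28 mM EGTA in HEPES pH 7.4.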
FUS yeast rescue: rescues growth of FUS-expressing yeast; S. cerevisiae FUS-expressing, growth rescue, OD600, 24 h; Potency, µM (highest dose often 76.6 µM), inactives show at the top dose growth rescue (activation), usual class: activators; actives 0.24% (n = 390,000);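 note: potency is the fitted concentration of half-maximal effect; plate controls were DMSO vehicle for no effect and reference control for full effect; nearly all actives have a fitted effect of over 55% in size; some results filed as inactive show a strong effect at the top dose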
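Absorbance at 600 nm, taken 24hr after compound addition, measured rescue of FUS-yeast growth at 30C. Induction used 2% galactose with seeding at OD 0.005. Controls: CP55940 from 92uM final, DMSO only.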
EPAC1 ag: EPAC1 (human) agonism. O95398. EPAC1 agonist qHTS, biochemical assay; response scale: 100% = response to 6.5 mM cAMP. Potency, µM (top dose mostly 154 µM), without a hit: top-dose activation, most hits filed as activators. actives 0.073% (n = 360,000). AID 720707; note: potency is the fitted concentration of half-maximal effect; nearly all actives have a fitted effect of over 60% in size
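Read-out is the fluorescence drop as BODIPY-GDP leaves Rap1B (480 nm excitation, 540 nm emission), recorded every 5 minutes over 30 minutes. Reactions held 100 nM EPAC1, 250 nM Rap1B–BODIPY-GDP and 50 uM GDP, with 6.5 mM cAMP setting full activation.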
PLK1 PBD block: inhibitors of human PLK1 polo-box domain binding; P53350; Plk1 PBD binding of FITC phosphopeptide, fluorescence polarization; Potency, µM, without a hit: max response, negative = inhibition, most hits filed as inhibitors; actives 2.8% (n = 360,000); AID 720504; note: potency is the fitted concentration of half-maximal effect; series mostly up to about 57 µM; % is set by controls: 0 for no effect and ±100 for the full control effect; nearly all actives have a fitted effect of over 65% in size
Target sequence (P53350 whole entry, looked up, the tested form may be a part): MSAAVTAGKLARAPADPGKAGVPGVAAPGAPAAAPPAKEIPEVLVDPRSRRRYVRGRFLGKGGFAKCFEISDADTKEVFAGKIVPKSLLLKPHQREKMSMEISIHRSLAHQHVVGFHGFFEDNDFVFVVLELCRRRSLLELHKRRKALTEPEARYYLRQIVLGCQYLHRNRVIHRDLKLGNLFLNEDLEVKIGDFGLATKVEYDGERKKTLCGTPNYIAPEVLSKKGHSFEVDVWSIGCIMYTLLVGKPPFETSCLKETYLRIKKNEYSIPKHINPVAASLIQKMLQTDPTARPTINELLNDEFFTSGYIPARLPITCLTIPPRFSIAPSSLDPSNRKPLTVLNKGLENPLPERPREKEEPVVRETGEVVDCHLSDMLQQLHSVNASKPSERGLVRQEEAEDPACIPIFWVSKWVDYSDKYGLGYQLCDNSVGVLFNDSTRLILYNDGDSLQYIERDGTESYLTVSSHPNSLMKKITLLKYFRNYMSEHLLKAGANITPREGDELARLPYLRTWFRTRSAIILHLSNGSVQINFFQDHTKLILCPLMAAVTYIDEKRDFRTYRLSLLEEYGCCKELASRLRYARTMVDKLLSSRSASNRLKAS
* hit, by the source's call; ? = inconclusive; / = not tested or not shown; & = joins results of further samples; [ ] = dose if it differs, or a comment. Unless noted, calls come from the whole dose curve; as a rule, active = well fitted curve in the direction sought with a large enough effect; inconclusive = small, poorly fitted or top-dose-only effect, or another doubt; inactive = no such curve, though single readings can be large; an effect the other way counts as inactive or inconclusive.

nr	mol	Abeta yeast res	EPAC1 antag	IL-2 act	WRN helicase inh
1	Cc1ccsc1C(=O)N1CCCC(CO)(Cc2ccccc2)C1 (stereo not given)	0%	-19%	-1.0	-4%
2	O=C(O/N=C1\CCCc2ccccc21)C1CC1	7%	1%	2.4	-2%
3	COC(=O)[C@@H]1C[C@@]2(O)[C@H](O)[C@H](O)[C@H](O)C[C@H]2N1Cc1cc(F)ccc1F	3%	-6%	1.6	-34%
4	Cc1cc(C)c(NC(=O)CCn2nnc3ccccc32)c(C)c1	2%	1%	0.2	1%
5	CCOC(=O)C1CCN(C(=O)C2(NC(=O)Nc3cccc(F)c3)CCCCC2)CC1	-7%	2%	0.8	-9%
6	CN(Cc1ccc2nonc2c1)Cc1nc(Cc2cccc(F)c2)no1	2%	-8%	0.0	-9%
7	CNC(=O)c1ccc(=O)n(Cc2cccc(C(F)(F)F)c2)c1	-5%	6%	0.6	1%
8	CCNC(=S)N(Cc1cccs1)Cc1cc2cc(OCC)ccc2[nH]c1=O	27%	-15%	-0.3	-11%
9	CCn1c(CC(=O)Nc2ccc(C)c(Cl)c2)nnc1SCC(=O)Nc1nc(C)cs1	-4%	8%	-1.5	2%
10	O=C(c1ccc(Cl)c(S(=O)(=O)N2CCCCC2)c1)N1CCCCCC1	0%	5%	-0.8	-21%
11	COc1ccccc1CNCC(O)(c1ccc(F)cc1)c1ccc(F)cc1	-5%	5%	1.5	-1%
12	CC1=C(C(=O)N(C(C)C)C(C)C)CC(CC(=O)NCCc2ccccn2)C(=O)N1Cc1ccc(C(C)(C)C)cc1 (stereo not given)	-9%	-1%	-0.4	2%

nr	PI5P4K alpha inh	FUS yeast rescue	EPAC1 ag	PLK1 PBD block
1	-1	4%	-2%	3%
2	-5	4%	10%	-13%
3	-3	-23%	5%	-14%
4	0	6%	9%	-10%
5	5	8%	0%	-9%
6	5	-5%	6%	-7%
7	0	-8%	0%	-1%
8	-8	/	-6%	-8%
9	/	8%	0%	-5%
10	2	22%	-18%	-9%
11	-2	-17%	-2%	-2%
12	3	?	-13%	-1%

Continued:
nr	mol	Abeta yeast res	EPAC1 antag	IL-2 act	WRN helicase inh
13	CC(C)c1ccc([C@@H]2O[C@H](C)CC3=C2C(=O)OC(C)(C)O3)cc1	-9%	-13%	0.9	3%
14	Cn1c(=O)cc(OCCCC(=O)NCc2ccc3c(c2)OCO3)c2ccccc21	-19%	-2%	0.2	6%
15	COc1ccc(CC(=O)NNS(=O)(=O)c2ccc([N+](=O)[O-])cc2)cc1OC	-1%	22%	1.3	11%
16	COc1cccc(CN2CC(C(=O)NCCc3ccc(C)s3)CCC2=O)c1 (stereo not given)	8%	3%	1.3	-18%
17	CS(=O)(=O)Nc1ccc(C(=O)Nc2ccccc2Sc2ccccc2)cc1	5%	7%	-0.7	?
18	CCOC(=O)C1CCCN(S(=O)(=O)CCNC(=O)c2ccc(F)cc2)C1 (stereo not given)	-15%	10%	-2.6	0%
19	Cc1nnc(SCC(=O)Nc2ccc(S(=O)(=O)N3CCCC3)cc2)n1N	17%	1%	-0.5	0%
20	Cc1nc(SCc2ccc(F)cc2)n[nH]1	0%	-7%	3.0	-3%
21	Oc1ccccc1CN1CCN(C(c2ccccc2)c2ccccc2)CC1	6%	-17%	0.3	-6%
22	Cc1ccc(-n2c(=O)c3c(C)c(C)sc3n(Cc3cc(=O)n4ccccc4n3)c2=O)cc1C	17%	-5%	0.0	2%
23	COc1ccc(CN2C(=O)C(CC(C)C)Nc3ncnc(N4CCN(c5ccccc5)CC4)c32)cc1 (stereo not given)	7%&12%	-2%&-10%	-0.7&0.5	-7%&-13%
24	Cc1cc(C)c(C#N)c(SCC(=O)c2ccc(Cl)cc2Cl)n1	-11%	7%	-4.2	-16%[57.1 µM]

nr	PI5P4K alpha inh	FUS yeast rescue	EPAC1 ag	PLK1 PBD block
13	-8	4%	-17%	-10%
14	3	22%	10%	-14%
15	-7	-10%	7%	-9%
16	-4	/	5%	-6%
17	-6	17%	16%	0%
18	0	2%	-3%	0%
19	-1	4%	-3%	-12%
20	-4	7%	9%	1%
21	7	14%	-1%	-3%
22	-6	/	0%	-9%
23	0&-7	?	-22%&-21%	-15%&1%
24	/	-27%	9%	-21%

The list continues:
nr	mol	Abeta yeast res	EPAC1 antag	IL-2 act	WRN helicase inh
25	COc1ccc2[nH]c(C)c(CCN(Cc3cccs3)C(=S)Nc3cccc(F)c3)c2c1	4%	-6%	-1.9	-10%
26	Cc1ccc(S(=O)(=O)NCc2ccncc2)c(C)c1C	-5%	24%	-3.6	8%
27	COc1ccc(C(=O)NC(=S)SCC(=O)O)cc1	9%	-14%	0.9	-9%
28	CC1(c2cccc(Br)c2)NC(=O)N(CC(=O)c2ccc3c(c2)OCCO3)C1=O (stereo not given)	-37%[inhibitor]	-10%	1.3	-7%
29	Cc1cc(Cl)c2oc(C(=O)N(CCO)Cc3ccccc3)c(C)c2c1	-6%	-26%	-0.8	-2%
30	COc1ccc(NC(=O)C2CCC(=O)N2S(=O)(=O)c2ccc(C)cc2)cc1Cl (stereo not given)	7%	12%	2.0	1%
31	COC(=O)c1ccc(N2NC(=O)/C(=C/c3cc(OC)c(OC)c(OC)c3)C2=O)cc1	9%	9%	0.2	-23%
32	O=C(Nc1ccc(-c2csc(Nc3ccccc3)n2)cc1)c1ccccc1	-11%	-18%	0.8	-1%
33	O=C(Nc1cccc(F)c1)c1cccnc1N1CCOCC1	0%	15%	-2.7	4%
34	Cn1nc(C(F)(F)F)c(-c2ccccc2)c1NC(=O)c1ccco1	5%	-6%	1.2	-10%
35	CC(C)c1nc(SCC(=O)NC2CCCCC2)c2ccccc2n1	0%	-25%	-2.3	-22%
36	Cc1cccc2c1CC(C)(C)N/C2=C\C(N)=O	-10%	4%	-0.5	-11%

nr	PI5P4K alpha inh	FUS yeast rescue	EPAC1 ag	PLK1 PBD block
25	-1	34%	16%	-7%
26	-6	-19%	-7%	-8%
27	-5	15%	-16%	19µM*
28	3	/	-2%	-4%
29	17	?	7%	-14%
30	2	-4%	-5%	-1%
31	-11	0%	-4%	8.4µM*
32	-3	6%	-25%	-1%
33	/	19%	0%	-2%
34	8	3%	-4%	-5%
35	-2	-12%	5%	-9%
36	3	/	-2%	?

Continued:
nr	mol	Abeta yeast res	EPAC1 antag	IL-2 act	WRN helicase inh
37	O=C(Cn1c(=O)oc2cc(S(=O)(=O)N3CCCC3)ccc21)NC1CCCCC1	4%	-4%	1.2	-10%
38	Cc1c(C=O)c2ccccc2n1CC(=O)NCc1ccc2c(c1)OCO2	-17%	5%	0.0	-28%[57.1 µM]
39	N#CCC(=O)N/N=C/c1cn(Cc2ccc(Cl)c(Cl)c2)c2ccccc12	8%	9%	-2.1	10%
40	COc1cccc(CNC(=O)C(NS(=O)(=O)c2ccc3c(c2)CCN3C(C)=O)C(C)C)c1 (stereo not given)	11%&16%	?	-3.2	-6%
41	O=C(c1cccc(F)c1)N1CCN(c2cccc(Cl)c2)CC1	16%	-2%	0.3	-3%
42	CCc1nnc(NC(=O)CSc2nnc(CNc3ccc(C)cc3)n2C)s1	2%	-26%	0.3	4%
43	CN(C)CC#CCC(O)(c1ccccc1)C1CCCCC1 (stereo not given)	4%	-4%	3.6	-2%
44	Cc1cccc(-c2ccc(O)cc2CN2CCN(c3ncc(Cc4ccccc4)cn3)CC2)c1	0%	-3%	-0.9	-12%
45	O=[N+]([O-])c1ccccc1N/N=C\c1ccccc1F	-4%	3%	-0.8	-3%
46	O=C(CNc1ccccc1OC(F)F)N1CCc2ccccc21	-1%	-9%	0.3	1%
47	COc1ccc(CCNC(=O)C/C(C)=N/NC(=O)c2ccc(N)cc2)cc1OC	19%	-15%	-0.6	-24%
48	CC(=O)Nc1ccc(NC(=O)CN(c2ccc(F)cc2)S(=O)(=O)c2ccc3c(c2)OCCO3)cc1	12%	10%	-4.1	-7%

nr	PI5P4K alpha inh	FUS yeast rescue	EPAC1 ag	PLK1 PBD block
37	0	-5%	-7%	-9%
38	-3	30%	5%	-3%
39	-4	28%	-1%	-8%
40	2	9%&-2%	-3%	-22%
41	7	-8%	0%	-11%
42	-4	-29%	-8%	-9%
43	9	-9%	-4%	-7%
44	17	?	1%	1%
45	6	-3%	13%	-6%
46	-1	-1%	11%	-12%
47	2	3%	6%	-7%
48	/	23%	-6%	2%

The list goes on.
nr	mol	Abeta yeast res	EPAC1 antag	IL-2 act	WRN helicase inh
49	CC(=O)N1CCN(c2ccccc2NC(=O)COc2ccc(Br)cc2)CC1	-1%	0%	-4.5	-8%
50	C/C(CCc1ccccc1)=N\NC(=O)c1ccccc1	-25%	-24%	1.1	5%
51	CCOC(=O)CN1NC2(CCCCCCC2)NC1=S	9%	-21%	-2.6	1%
52	O=C(NC1=NN(c2ccccc2)CC1)Nc1ccccc1F	0%	-17%	-3.6	-11%
53	CCCCC(=O)N(C)c1c(C)nc2ccc(C(=O)Nc3cccc(NS(C)(=O)=O)c3)cn12	-17%	-11%	0.5	-3%
54	COc1ccc(CNc2nc(SC)n[nH]2)cc1OC	-15%	4%	1.6	-25%
55	Cc1ccc(C(=O)c2coc3ccc(O)c(CN(C)C)c23)cc1	-6%	8%	-0.2	11%

nr	PI5P4K alpha inh	FUS yeast rescue	EPAC1 ag	PLK1 PBD block
49	/	38%	0%	-4%
50	-1	6%	11%	-14%
51	-3	16%	-3%	-1%
52	18	-2%	11%	-4%
53	2	-8%	-12%	-2%
54	-7	-8%	9%	-5%
55	2	-9%	-4%	-2%

Four compounds from above, arranged by SMILES length, descending:
nr	mol	Abeta yeast res	EPAC1 antag	IL-2 act	WRN helicase inh
25	COc1ccc2[nH]c(C)c(CCN(Cc3cccs3)C(=S)Nc3cccc(F)c3)c2c1	4%	-6%	-1.9	-10%
9	CCn1c(CC(=O)Nc2ccc(C)c(Cl)c2)nnc1SCC(=O)Nc1nc(C)cs1	-4%	8%	-1.5	2%
37	O=C(Cn1c(=O)oc2cc(S(=O)(=O)N3CCCC3)ccc21)NC1CCCCC1	4%	-4%	1.2	-10%
34	Cn1nc(C(F)(F)F)c(-c2ccccc2)c1NC(=O)c1ccco1	5%	-6%	1.2	-10%

nr	PI5P4K alpha inh	FUS yeast rescue	EPAC1 ag	PLK1 PBD block
25	-1	34%	16%	-7%
9	/	8%	0%	-5%
37	0	-5%	-7%	-9%
34	8	3%	-4%	-5%
